Bioassay records (PubChem)
HP1b chromo inh = HP1-beta chromodomain-methylated histone interaction inhibition; P83916; AlphaScreen HP1-beta / biotin-H3K9me3 peptide binding; Potency, µM (series often up to 114 µM), without a hit: at the top dose activity change, negative = inhibition, hits mostly inhibitors; 390,000 tested, 0.56% active; further: potency means the concentration at half of the fitted maximal effect; nearly all actives have a fitted effect of over 70% in size; inactives centre near 23
Target sequence (P83916 whole entry, looked up): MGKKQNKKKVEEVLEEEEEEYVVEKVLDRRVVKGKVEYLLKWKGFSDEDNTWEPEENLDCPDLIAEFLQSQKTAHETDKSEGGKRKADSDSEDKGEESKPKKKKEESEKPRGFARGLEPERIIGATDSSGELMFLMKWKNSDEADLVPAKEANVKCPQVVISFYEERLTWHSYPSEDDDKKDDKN
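Compound inhibition of the preformed complex between 50 nM HP1-beta and 50 nM biotinylated H3K9me3 peptide was read by AlphaScreen. Buffer was PBS pH 7.4 with 0.01% Tween-20. Incubations ran 30 min at room temperature, with 10 ug/mL donor/acceptor beads.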
PI4K2A block = PI4K2A (human) kinase inhibition. Q9BTU6. purified PI4K2A, ADP-Glo luminescence, 1 h; active compounds read low. activity change, negative = inhibition, % at 76.9 µM. 420,000 tested, 0.13% active. AID 1346378; in the data active means activity change below about -50%; inconclusive means mostly about -30% to -49%;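 further: -100% = wells without enzyme as full effect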
Target sequence (Q9BTU6 whole entry, looked up): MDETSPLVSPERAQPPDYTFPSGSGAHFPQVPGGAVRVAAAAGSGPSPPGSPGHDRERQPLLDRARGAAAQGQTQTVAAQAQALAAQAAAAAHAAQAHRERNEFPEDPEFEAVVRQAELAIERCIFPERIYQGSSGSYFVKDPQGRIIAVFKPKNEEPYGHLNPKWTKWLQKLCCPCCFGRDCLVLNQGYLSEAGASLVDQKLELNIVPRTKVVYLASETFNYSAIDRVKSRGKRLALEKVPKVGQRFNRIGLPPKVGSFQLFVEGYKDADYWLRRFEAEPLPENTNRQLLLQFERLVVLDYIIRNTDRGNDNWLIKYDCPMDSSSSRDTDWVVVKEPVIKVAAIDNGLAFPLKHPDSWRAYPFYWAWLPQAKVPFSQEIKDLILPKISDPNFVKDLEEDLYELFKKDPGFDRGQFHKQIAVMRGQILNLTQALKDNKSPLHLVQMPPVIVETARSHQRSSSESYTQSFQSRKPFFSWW
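ADP-Glo luminescence measured ADP generated by PI4K2A enzyme (4 ug/mL before mixing) with 1.2 mM PI substrate (pre-mix) and 300 microM ATP (pre-mix). Tris pH7.5 buffer with MgCl2, Triton X-100; 1 h reaction at ambient temperature.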
RGS4 inh = inhibitors of human regulator of G protein signaling 4; 390,000 tested, 0.039% active; AID 504845; Transcreener GDP fluorescence polarization, RGS4-accelerated GTP hydrolysis; P49798; Potency, µM (top dose mostly 114 µM), for inactives: at the top dose activity change, negative = inhibition, hits mostly inhibitors; further: potency means the concentration at half of the fitted maximal effect; on the % scale 0 is the no-effect control and ±100 the full control effect; nearly all actives have a fitted effect of over 75% in size; some results filed as inactive show a strong effect at the top dose
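MLSMR compounds (23 nl, pin-transferred) preincubated 10 min at room temperature with a 500nM (2x) first reagent, then RGS4 at 900nM (2x) plus Transcreener GDP mix added; fluorescence polarization (620/688 nm) read before and after 90 min at 30 °C.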
JMJD2A Tudor = JMJD2A Tudor domain (human) inhibition; AID 504339; AlphaScreen JMJD2A-Tudor / H3K4me3 peptide binding; O75164; Potency, µM (top dose mostly 114 µM), without a hit: at the top dose activity change, negative = inhibition, most hits filed as inhibitors; 390,000 tested, 4.4% active; further: potency means the concentration at half of the fitted maximal effect; on the % scale 0 is the no-effect control and ±100 the full control effect; nearly all actives have a fitted effect of over 50% in size
BAZ2B inh = inhibitors of human BAZ2B bromodomain; 360,000 tested, 4.4% active; AlphaScreen BAZ2B-H3K14Ac peptide displacement; Potency, µM (highest dose often 114 µM), without a hit: at the top dose activity change, negative = inhibition, actives largely listed as inhibitors; further: potency means the concentration at half of the fitted maximal effect; on the % scale 0 is the no-effect control and ±100 the full control effect; nearly all actives have a fitted effect of over 60% in size
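Inhibition is scored as reduced AlphaScreen emission. The BAZ2B/b-H3(5-23)K14Ac complex (50 nM each) in PBS pH 7.4, 0.01% Tween-20 meets compound (up to 110 uM) for 30 min at RT before bead addition.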
ERG-DNA inh = ERG Ets/DNA interaction inhibition; fluorescence polarization, His-ERG Ets domain / labelled DNA; 370,000 tested, 0.028% active; Potency, µM (doses to about 76.9 µM), inactives show at the top dose FP activity, negative = inhibition, most hits filed as inhibitors; P11308; AID 624246; active means well fitted inhibition curve with a large enough effect in the polarisation, with a control signal flat; inconclusive means small, poorly fitted or top-dose-only effect, or effect the other way, or a change in a side signal; inactive means no such curve, though single readings can be large or run the other way; the % refers to the polarisation;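 further: polarization taken with two DNA probes labelled with fluorescein and Texas red; potency means the concentration at half of the fitted maximal effect; % of control where 0% means no effect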
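His-tagged ERG Ets domain (1 uM in the protein solution; 300mM KCl, 50mM Tris-HCl, 1mM EDTA, 1mM DTT, pH 7.5) received compound, then a probe mix of 5 nM fluorescein-DNA and 100nM Texas-615-DNA. Fluorescence polarization was read for both dyes.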
12-LOX inh = inhibitors of human 12S-lipoxygenase ALOX12; P18054; purified 12hLO, xylenol orange hydroperoxide absorbance; Potency, µM (series often up to 108 µM), inactives show at the top dose activity change, negative = inhibition, usual class: inhibitors; 580,000 tested, 1.1% active; AID 1671190; further: potency means the concentration at half of the fitted maximal effect; on the % scale 0 is the no-effect control and ±100 the full control effect
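Purified human 12hLO (150 nM final) in 25 mM Hepes, 0.01% Triton X-100, pH 7.0 was preincubated 15 min at room temperature with compound. Then 40 uM arachidonic acid was added, 30 min. Hydroperoxide was read by Fe-XO absorbance ratio 573/405 nm.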
G9a block = G9a (human) methyltransferase inhibition | G9a H3K9 monomethylation, AlphaScreen, 2 h | Q96KQ7 | Potency, µM (series often up to 102 µM), inactives show top-dose activity, negative = inhibition, actives largely listed as inhibitors | 350,000 tested, 8.8% active | AID 504332; further: potency means the concentration at half of the fitted maximal effect; on the % scale 0 is the no-effect control and ±100 the full control effect; nearly all actives have a fitted effect of over 75% in size
Target sequence (Q96KQ7 913-1193 limits assumed): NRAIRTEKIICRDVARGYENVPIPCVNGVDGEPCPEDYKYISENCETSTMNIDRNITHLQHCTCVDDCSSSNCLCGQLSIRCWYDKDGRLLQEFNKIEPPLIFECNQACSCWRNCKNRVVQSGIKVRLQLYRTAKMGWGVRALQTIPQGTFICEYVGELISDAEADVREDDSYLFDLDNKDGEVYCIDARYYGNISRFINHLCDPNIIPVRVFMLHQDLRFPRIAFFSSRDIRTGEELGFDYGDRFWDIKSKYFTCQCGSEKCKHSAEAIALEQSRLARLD
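Chemiluminescent proximity detection of H3K9 monomethylation, read after 10 min bead incubation in the dark. Reaction: 20 nM G9a, 500 nM biotin-H3K9 peptide, 20 uM SAM cofactor, 2 h, room temperature, following 15 min enzyme-compound preincubation.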
GLS inhibitor = inhibitors of human glutaminase (GLS); GLS enzymatic activity, qHTS titration; 410,000 tested, 0.21% active; Potency, µM (titrated, usually from 45.5 µM), for the others: top-dose activity change, negative = inhibition, most hits filed as inhibitors; O94925; further: potency means the concentration at half of the fitted maximal effect; on the % scale 0 is the no-effect control and ±100 the full control effect
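Assay buffer: 45 mM KH2PO4 pH 8.2, 0.02% Tween-20. hKGA acts on L-glutamine (1 mM solution added); product glutamate is reported by an oxidase/peroxidase Amplex Red coupling, with fluorescence taken at baseline and 30 min.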
An asterisk follows results filed as active; & = joins results of further samples; ! = not active in a repeat; [ ] = another dose, or the depositor's remark. Unless noted, the call rests on the fitted dose curve; in most records, active means well fitted curve in the direction sought with a large enough effect; inconclusive means small, poorly fitted or top-dose-only effect, or another doubt; inactive means no such curve, though single readings can be large; an effect the other way counts as inactive or inconclusive. Some of the compounds tested; the hit share may differ from the screen's.

The opening 2 compounds as a preview:
For N#CCN1CCN(CCC(=O)Nc2ccc(OCc3ccccc3)cc2)CC1 the results were HP1b chromo inh 15%, PI4K2A block -2, RGS4 inh 0%, JMJD2A Tudor -6%, BAZ2B inh 3%, ERG-DNA inh -1%, 12-LOX inh 0%, G9a block 20%[12.7 µM] and GLS inhibitor 3%.
CCCCNC(=O)CCn1ccc2cc(S(=O)(=O)N3CCCC3)ccc21 was read as HP1b chromo inh 19%[57 µM], PI4K2A block -2, RGS4 inh 5%, JMJD2A Tudor -2%, BAZ2B inh -2%, ERG-DNA inh 0%, 12-LOX inh 25%, G9a block 26% and GLS inhibitor 4%.

This part in full (from the top)
For N#CCN1CCN(CCC(=O)Nc2ccc(OCc3ccccc3)cc2)CC1 the results were HP1b chromo inh 15%, PI4K2A block -2, RGS4 inh 0%, JMJD2A Tudor -6%, BAZ2B inh 3%, ERG-DNA inh -1%, 12-LOX inh 0%, G9a block 20%[12.7 µM] and GLS inhibitor 3%.
CCCCNC(=O)CCn1ccc2cc(S(=O)(=O)N3CCCC3)ccc21 was read as HP1b chromo inh 19%[57 µM], PI4K2A block -2, RGS4 inh 5%, JMJD2A Tudor -2%, BAZ2B inh -2%, ERG-DNA inh 0%, 12-LOX inh 25%, G9a block 26% and GLS inhibitor 4%.
COc1ccc(OCC(=O)Nc2ccc(C)cc2)cc1 was read as HP1b chromo inh 29%, PI4K2A block -1, RGS4 inh -6%, JMJD2A Tudor 2%, BAZ2B inh 5%, ERG-DNA inh 1%, 12-LOX inh 0%, G9a block 8%[2.33 µM] and GLS inhibitor -1%.
For Cc1ccc(C)c(OCC(=O)NCC(C)C)c1C the results were HP1b chromo inh 54%[activator], PI4K2A block 2, RGS4 inh -19%, JMJD2A Tudor -5%, BAZ2B inh -1%, ERG-DNA inh -2%, 12-LOX inh 4%, G9a block 5%[59 µM] and GLS inhibitor -5%.
`Cc1nn(-c2ccccc2)c(C)c1NC(=O)c1cccs1` gave HP1b chromo inh 27%, PI4K2A block 1, RGS4 inh -2%, JMJD2A Tudor -3%, BAZ2B inh -8%, ERG-DNA inh -3%, 12-LOX inh 0%, G9a block inconclusive and GLS inhibitor -8%.
`CCc1ccc(N2C(=O)Nc3ccc(Br)cc3C2(O)C(=O)NCCN(C)C)cc1` (stereo not drawn) gave HP1b chromo inh 26%, PI4K2A block 2, RGS4 inh 11%, JMJD2A Tudor -3%, BAZ2B inh 4%, ERG-DNA inh 13%, 12-LOX inh 0%, G9a block -10%[2.33 µM] and GLS inhibitor -8%.
For CCCN1C2CCCC1CC(NC(=S)Nc1cc(C)ccc1C)C2 (stereo not drawn) the results were HP1b chromo inh 17%, PI4K2A block 3, RGS4 inh 38%, JMJD2A Tudor -14%, BAZ2B inh 10%, ERG-DNA inh -7%, 12-LOX inh 0%, G9a block 16%[59 µM] and GLS inhibitor 4%.
For COc1ccc(CCn2c(S)nc3ccccc3c2=O)cc1 the results were HP1b chromo inh 63%[activator], PI4K2A block -4, RGS4 inh -19%, JMJD2A Tudor 6%, BAZ2B inh 7%, ERG-DNA inh 1%, G9a block 48%[activator] and GLS inhibitor -3%.
COc1ccccc1NC(=O)CS(=O)(=O)c1cn(CC(=O)N(C(C)C)C(C)C)c2ccccc12 was read as HP1b chromo inh 35%, PI4K2A block -1, RGS4 inh 9%, JMJD2A Tudor -10%, ERG-DNA inh -3%, 12-LOX inh 469%[activator] and GLS inhibitor -7%.
CC(C)CCNC(=O)CN(Cc1cccs1)C(=O)CCC(=O)Nc1nccs1 was read as HP1b chromo inh 22%, PI4K2A block -3, RGS4 inh 9%, JMJD2A Tudor -4%, BAZ2B inh -3%, 12-LOX inh 2%, G9a block 21%[59 µM] and GLS inhibitor 11%.
`Cc1cc(C)nc(NC(=O)c2ccc(Cl)c([N+](=O)[O-])c2)n1` gave HP1b chromo inh 1%, PI4K2A block 2, RGS4 inh -13%, JMJD2A Tudor inconclusive, BAZ2B inh -9%, ERG-DNA inh 1%, 12-LOX inh 103%[activator], G9a block inconclusive and GLS inhibitor 1%.
For O=C(/C=C/c1ccccc1)N1CCN(CC(O)COc2ccccc2)CC1 (stereo not drawn) the results were HP1b chromo inh 20%, PI4K2A block 3, RGS4 inh 1%, JMJD2A Tudor -8%, BAZ2B inh 3%, ERG-DNA inh 4%, 12-LOX inh 386%[activator], G9a block 22%[59 µM] and GLS inhibitor 6%.
Screening O=C(N=C1SC2CS(=O)(=O)CC2N1c1ccc(F)c(Cl)c1)C1CC1 (stereo not drawn) returned HP1b chromo inh 41%[activator], PI4K2A block -1, RGS4 inh -8%, JMJD2A Tudor -8%, BAZ2B inh -5%, ERG-DNA inh -5%, 12-LOX inh 2% and GLS inhibitor 8%.
Screening Cc1cc(C)c(C(=O)Nc2ccc(S(=O)(=O)Nc3ccccn3)cc2)c(C)c1 returned HP1b chromo inh -14%, PI4K2A block -4, RGS4 inh 22%, JMJD2A Tudor -6%, BAZ2B inh -17%, ERG-DNA inh -7%, 12-LOX inh -6%, G9a block -11% and GLS inhibitor 20%.
`O=C(O)Cn1c(-c2ccccc2)nc2ccccc21` gave HP1b chromo inh -1%, PI4K2A block -7, RGS4 inh -36%[11.4 µM], JMJD2A Tudor 21%[11.4 µM], BAZ2B inh -32%, ERG-DNA inh -8%, 12-LOX inh inconclusive, G9a block 40µM* and GLS inhibitor -1%.

Retrieved by structure from the list above, 2 records:
Screening O=C(N=C1SC2CS(=O)(=O)CC2N1c1ccc(F)c(Cl)c1)C1CC1 (stereo not drawn) returned HP1b chromo inh 41%[activator], PI4K2A block -1, RGS4 inh -8%, JMJD2A Tudor -8%, BAZ2B inh -5%, ERG-DNA inh -5%, 12-LOX inh 2% and GLS inhibitor 8%.
`O=C(O)Cn1c(-c2ccccc2)nc2ccccc21` gave HP1b chromo inh -1%, PI4K2A block -7, RGS4 inh -36%[11.4 µM], JMJD2A Tudor 21%[11.4 µM], BAZ2B inh -32%, ERG-DNA inh -8%, 12-LOX inh inconclusive, G9a block 40µM* and GLS inhibitor -1%.

Continuation:
O=c1[nH]c(CN2CCN(c3ccc(F)cc3)CC2)nc2ccccc12 was read as HP1b chromo inh 19%, PI4K2A block -1, RGS4 inh -33%, JMJD2A Tudor -22%, BAZ2B inh -37%, ERG-DNA inh 4%, 12-LOX inh 9%, G9a block 35%[0.501 µM] and GLS inhibitor -4%.
Screening Cc1cccc(-c2nnc(SCC#N)n2-c2ccccc2)c1 returned HP1b chromo inh 63%[activator], PI4K2A block 5, RGS4 inh -16%, JMJD2A Tudor 1%, BAZ2B inh 4%, ERG-DNA inh 7%, 12-LOX inh 29%, G9a block inconclusive and GLS inhibitor -8%.
Screening C/C(N)=C(/C#N)C(=O)COC(=O)C1CSC2(c3ccc(F)cc3)CCC(=O)N12 (stereo not drawn) returned HP1b chromo inh 12%, PI4K2A block -22, RGS4 inh 5%, JMJD2A Tudor -8%, BAZ2B inh 4%, ERG-DNA inh -7%, 12-LOX inh -14%, G9a block 19% and GLS inhibitor 41%[activator].
CC(C)(C)S(=O)N1Cc2cc(=O)n(Cc3ccccc3)c(CCO)c2[C@H]1CCO (stereo partly drawn) was read as HP1b chromo inh 52%[activator], PI4K2A block -18, RGS4 inh -11%, JMJD2A Tudor -1%, ERG-DNA inh 13%, 12-LOX inh -5% and GLS inhibitor -12%.
For CCOC(=O)c1cc(-c2ccccc2)n(-c2cccc(C(=O)Nc3ccc(F)c(F)c3)c2)c1C the results were HP1b chromo inh -16%, PI4K2A block -3, RGS4 inh 16%, JMJD2A Tudor -36%, BAZ2B inh inconclusive, ERG-DNA inh 1%, 12-LOX inh -18%, G9a block inconclusive and GLS inhibitor -5%.
CC(C)(C)NC(=O)Nc1nnc(SCC(=O)NC2CCCCC2)s1 was read as HP1b chromo inh 39%[activator], PI4K2A block -8, RGS4 inh -11%, JMJD2A Tudor -1%, BAZ2B inh -4%, ERG-DNA inh 2%, 12-LOX inh inconclusive, G9a block -13% and GLS inhibitor 3%.
COC(=O)[C@@H]1[C@@H](C)OC(=O)N[C@H]1c1ccccc1 was read as HP1b chromo inh 41%[activator], PI4K2A block 3, RGS4 inh -4%, JMJD2A Tudor -1%, BAZ2B inh -14%, ERG-DNA inh -10%, 12-LOX inh 0%, G9a block inconclusive and GLS inhibitor -8%.
`CC(=O)NC(CCS(C)(=O)=O)C(=O)Nc1cccc(Cl)c1Cl` (stereo not drawn) gave HP1b chromo inh 31%, PI4K2A block -1, RGS4 inh -1%, JMJD2A Tudor -2%, BAZ2B inh 10%, ERG-DNA inh -1%, 12-LOX inh 1%, G9a block inconclusive and GLS inhibitor 18%.
`COc1ccc(NC(=O)C(Cc2ccccc2)n2cccc2)c(OC)c1` (stereo not drawn) gave HP1b chromo inh -4%[57 µM], PI4K2A block 0&0, RGS4 inh -16%&-1%, JMJD2A Tudor -26%&-35%, BAZ2B inh 35µM*!, ERG-DNA inh 19%&2%, 12-LOX inh 6%&0%, G9a block inconclusive and GLS inhibitor 2%&2%.
